Bioassay records as filed in PubChem BioAssay.
TRAIL sens C8 – viability loss with TRAIL in NB7+C8 cells, primary screen, TRAIL sensitizer project, cell-based, ATPlite luminescence; inhibition (viability loss, TRAIL sensitization), % at 10 µM; 360,000 tested, 1% active; AID 624354, 2012;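 active means compounds causing at least 50% loss of cell viability in the single-dose screen, relative to plate controls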
EBV LMP1 NFkB – EBV LMP1-driven NF-kappaB luciferase reporter inhibitors, primary screen, cell-based, luminescence, single point | LMP1-induced NF-kappaB luciferase reporter cells | inhibition, % at 12.5 µM | 350,000 tested, 0.69% active; in the data active means inhibition above about 41%;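 further: 0% = neutral control wells and 100% = reference inhibitor control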
LRH-1 inv ag – LRH-1 (NR5A2) inverse agonists, primary screen, cell-based, luminescence, HEK293T, StAR-luciferase reporter | Nuclear receptor subfamily 5 group A member 2 (Homo sapiens), O00482 | LRH-1 transfected, 24 h | inhibition, % at 3.6 µM | 360,000 tested, 0.13% active;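 active means inhibition above the mean inhibition of all tested compounds plus 3 SD, cut at about 73% in these data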;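 further: 0% = DMSO wells and 100% = reporter-only cells lacking LRH-1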
Target sequence (O00482 whole entry, looked up): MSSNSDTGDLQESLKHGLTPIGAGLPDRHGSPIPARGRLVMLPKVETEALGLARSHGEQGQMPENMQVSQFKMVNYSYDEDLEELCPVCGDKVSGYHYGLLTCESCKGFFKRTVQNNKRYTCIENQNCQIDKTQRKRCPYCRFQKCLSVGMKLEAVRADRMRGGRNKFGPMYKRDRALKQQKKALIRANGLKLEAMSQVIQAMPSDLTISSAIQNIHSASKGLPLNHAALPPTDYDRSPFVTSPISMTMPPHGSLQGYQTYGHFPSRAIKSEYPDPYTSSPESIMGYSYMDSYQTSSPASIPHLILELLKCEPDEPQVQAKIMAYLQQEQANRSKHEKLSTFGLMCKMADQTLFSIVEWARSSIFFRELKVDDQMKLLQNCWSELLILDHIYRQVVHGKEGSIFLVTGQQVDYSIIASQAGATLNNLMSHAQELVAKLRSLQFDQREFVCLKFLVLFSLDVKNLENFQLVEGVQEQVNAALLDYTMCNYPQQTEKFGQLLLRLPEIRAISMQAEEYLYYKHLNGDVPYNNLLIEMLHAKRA
NCOA3 inh – SRC3 coactivator transcriptional activity inhibitors, primary screen, cell-based, luminescence; Nuclear receptor coactivator 3 (Homo sapiens), Q9Y6Q9; HEK293 GAL4-SRC3 luciferase reporter; inhibition, % at 3.6 µM; 360,000 tested, 0.17% active;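 active means inhibition above a per-campaign cutoff, the mean of all compounds plus 3 SD, cut at about 60% in these data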;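 further: 0% = DMSO-treated cells and 100% = gossypol-treated cells at 36 µM; higher means less SRC3-driven luciferase light from the GAL4 reporter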
TROY signal inh – inhibitors of TROY-driven NF-kB signaling, primary screen, Q293 LMP1-TROYcd cells, NF-kB luciferase, uHTS; inhibition, % at 10 µM; AID 1347056, 2019; 360,000 tested, 0.98% active; Q293 LMP1-TROYcd NF-kB luciferase reporter, 4 h;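 active means compounds whose plate-normalised and pattern-corrected inhibition of the luciferase reporter signal at the single screening dose is 50% or more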
NR2F2 inh – NR2F2 transcriptional activity inhibitors, primary screen, cell-based, luciferase reporter, HEK293T, luminescence. COUP transcription factor 2 (Homo sapiens), P24468. HEK293T NGFI-A luciferase reporter. inhibition, % at 8.6 µM. 370,000 tested, 0.7% active;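 active means inhibition above a per-plate cutoff, mean inhibition of test wells between control levels plus 3 SD, cut at about 38% in these data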;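 further: cells cotransfected with COUP-TFII expression vector driving the NGFI-A reporter; 0% = median of COUP-TF2 test wells and 100% = reporter-only cells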
Target sequence (P24468 whole entry, looked up): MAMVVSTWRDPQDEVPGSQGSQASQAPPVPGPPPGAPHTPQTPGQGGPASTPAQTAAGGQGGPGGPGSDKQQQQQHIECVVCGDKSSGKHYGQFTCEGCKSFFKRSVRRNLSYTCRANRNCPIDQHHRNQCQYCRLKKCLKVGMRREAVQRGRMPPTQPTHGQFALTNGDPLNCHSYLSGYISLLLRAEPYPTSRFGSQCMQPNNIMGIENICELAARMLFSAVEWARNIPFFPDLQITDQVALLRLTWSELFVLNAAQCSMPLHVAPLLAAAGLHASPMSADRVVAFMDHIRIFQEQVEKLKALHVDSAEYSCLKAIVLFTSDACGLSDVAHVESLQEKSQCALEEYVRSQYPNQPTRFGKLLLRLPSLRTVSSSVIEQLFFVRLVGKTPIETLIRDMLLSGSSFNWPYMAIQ
SRC1 inh – SRC1 coactivator transcriptional activity inhibitors, primary screen, cell-based, luminescence | HEK293 GAL4-SRC1 luciferase reporter | inhibition, % at 3.6 µM | 360,000 tested, 0.12% active;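 active means inhibition above the campaign mean plus 3 SD, with each screening campaign given its own cutoff, cut at about 60% in these data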;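 further: 0% = DMSO treated cells and 100% = gossypol at 36 µM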
TWEAK Fn14 block – inhibitors of TWEAK-Fn14 signaling, primary screen, luciferase reporter cells, uHTS; TWEAK-stimulated Fn14 reporter cells, luciferase luminescence, 8 h; 360,000 tested, 2% active; inhibition, % at 10 µM; in the data active means inhibition above about 50%
KKLEB tox – cytotoxicity in KKLEB CF airway cells, primary screen, cytotoxicity control for CF NF-kB inhibitor project, cell-based, uHTS, fluorescence assay plates; activity change (cytotoxicity), % at 5 µM; KKLEB CF airway cells viability, ATPlite luminescence, overnight; hits give low values; cells stimulated with P. aeruginosa culture filtrate; 360,000 tested, 0.36% active;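 active means corrected activity change at or below -50% at 5 µM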
NCOA2 inhibitor – inhibition of GAL4-SRC2 driven luciferase reporter, primary screen, SRC2 inhibitor project, cell-based, luminescence; HEK293 GAL4-SRC2 luciferase reporter; AID 651957, 2012; Nuclear receptor coactivator 2 (Homo sapiens), Q15596; inhibition, % at 9 µM; 370,000 tested, 0.17% active;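 active means inhibition above the mean inhibition of all tested compounds plus 3 SD, set per campaign, cut at about 52% in these data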;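 further: 0% = DMSO treated cells and 100% = cells given Gossypol at 36 µM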
CF NFkB inh – inhibitors of PAF-induced NF-kB signaling, primary screen, cell-based, GFP fluorescence, uHTS; 360,000 tested, 0.86% active; inhibition, % at 5 µM; KKLEB NF-kB-GFP reporter, GFP fluorescence overnight; AID 588850, 2011;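 active means at least 50% inhibition at 5 µM, scaled per plate between neutral and stimulator controls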;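 further: PAF is a Pseudomonas aeruginosa culture filtrate used as stimulus; plate controls were PAF-stimulated DMSO wells for no effect and unstimulated DMSO wells for full effect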
* = called active by the depositor; · = no result given; & = joins results of further samples. This is a random part of the collection, and some 4.2% of all compounds hit somewhere here.

SMILES	TRAIL sens C8	EBV LMP1 NFkB	LRH-1 inv ag	NCOA3 inh	TROY signal inh	NR2F2 inh	SRC1 inh	TWEAK Fn14 block	KKLEB tox	NCOA2 inhibitor	CF NFkB inh
CC1CCCN(C(=O)C2CCCN(S(=O)(=O)c3cccc4nsnc34)C2)C1 (stereo unspecified)	5	3	12	-14	-24	-7	6	8	10	-1	4
O=C(OCC(=O)N1CCc2ccccc2C1)c1cccs1	22	5	-1	-12	-39	-19	6	-18	6	-20	-1
COc1ccc(C)cc1S(=O)(=O)N(C)CC(=O)N1CCC(C(N)=O)CC1	2	4	-9	8	-5	-1	-33	1	-6	0	3
COc1ccccc1-c1c(-c2ccc(OCC(=O)NN)cc2O)n[nH]c1C(F)(F)F	-4	0	1	15	14	-7	-4	3	-10	-9	-11
CC(=O)Nc1ccc(S(=O)(=O)N2CCc3cc4c(cc3C2)OCCCO4)cc1	20	-5	4	-11	2	-13	1	-1	3	23	-2
CCCOc1ccc(C(=O)NC(=S)N2CCN(c3cc4c(cc3F)c(=O)c(C(=O)O)cn4CC)CC2)cc1	20	-8	-4	-6	-22	-11	14	-26	8	-6	18
COc1ccc(C(=O)OCC[N+]2(C)CCOCC2)cc1	3	2	16	10	18	-14	-8	5	-2	-28	5
CCn1c(-c2ccccc2)c[nH]c1=S	-8	2	5	5	-11	-4	-9	16	-5	-12	-6
Cc1ccnc(NS(=O)(=O)c2ccc(NC(=O)Cc3ccc(F)cc3)cc2)n1	11	-1	0	7	-9	7	7	21	24	2	-8
Cc1ccc(N(C(=O)c2ccc(S(=O)(=O)N3CCOCC3)cc2)C2C=CS(=O)(=O)C2)cc1C (stereo unspecified)	-17	0	12	11	-5	2	-14	-2	2	7	4
COCCNC(=O)C(c1ccc(O)cc1)N(Cc1ccco1)C(=O)CCC(=O)Nc1nccs1 (stereo unspecified)	-5	-2	-5	-3	5	13	-7	-11	6	-4	9
COC(=O)CN1C(=O)Nc2ccc(Cl)cc2C1c1ccccc1 (stereo unspecified)	-8	-7	4	1	-4	12	11	10	2	17	1
Cc1cc(C)c(S(=O)(=O)Nc2cccc(S(=O)(=O)N3CCOCC3)c2)c(C)c1	1	0	11	1	-8	13	-56	-8	-5	3	6
Cc1c(C(=O)N2CCCCC2)sc(N)c1C#N	4	-5	-4	-3	·	-10	0	11	10	-16	10
COc1ccc(NS(=O)(=O)c2ccc(NC(=S)NC(=O)CC(C)C)cc2)cc1	4	-8	-22	11	13	4	1	18	-6	3	-2

Just SRC1 inh (2 entries from above):
mol | SRC1 inh
Cc1ccnc(NS(=O)(=O)c2ccc(NC(=O)Cc3ccc(F)cc3)cc2)n1 | 7
Cc1ccc(N(C(=O)c2ccc(S(=O)(=O)N3CCOCC3)cc2)C2C=CS(=O)(=O)C2)cc1C (stereo unspecified) | -14

Later entries:
SMILES	TRAIL sens C8	EBV LMP1 NFkB	LRH-1 inv ag	NCOA3 inh	TROY signal inh	NR2F2 inh	SRC1 inh	TWEAK Fn14 block	KKLEB tox	NCOA2 inhibitor	CF NFkB inh
O=C1CN(c2nc(-c3cccnc3)nc3scc(-c4ccccc4)c23)CCN1	-13	-4	-34	-1	-27	-11	3	-8	-4	15	-15
COc1ccc(CCNC(=S)N2CCN(S(=O)(=O)c3ccccc3F)CC2)cc1	13	0	2	6	17	14	-7	11	2	2	-11
CC1(C(=O)NS(=O)(=O)c2ccc3ccccc3c2)CCN1C(=O)CC1CCCCC1 (stereo unspecified)	1	·	-9	-5	-4	9	7	4	9	-11	-1
Cc1ccc(C)c(S(=O)(=O)NCC(c2ccco2)N2CCc3ccccc3C2)c1 (stereo unspecified)	-11	1	-21	11	-12	-2	8	-38	-9	1	6
CC(SC#N)C(=O)C12CC3CC(CC(C3)C1)C2 (stereo unspecified)	2	-11	21	8	41	16	-4	72*	-22	35	44
COc1ccc(CN2CCC2(C)C(=O)Nc2cccc(NS(C)(=O)=O)c2)c2ccccc12 (stereo unspecified)	4	·	19	-3	11	-5	-24	16	-19	13	37
COC(=O)c1ccc(Cn2nnc3c(=O)[nH]c(C4CCCN(S(=O)(=O)c5ccccc5Cl)C4)nc32)cc1 (stereo unspecified)	13	-3	5	-6	5	-7	17	28	-8	-14	25
O=C(CNC(=O)c1ccc(-c2ccccc2)cc1)OCc1c(Cl)cccc1Cl	21	-9	10	13	-24	8	-8	-46	-8	-13	-9
COCCn1nnnc1C(c1cccc(C#N)c1)N1CCCCCC1 (stereo unspecified)	12	-8	3	15	3	13	8	1	-6	-20	-7
COc1ccc(-n2c(Cc3cc(=O)[nH]c(=O)[nH]3)nnc2SCC(=O)N2CCCC2)cc1	-8	0	7	9	-11	14	-5	-2	12	17	-12
COc1ccc(CNC(=O)C2CCN(S(=O)(=O)N3CCCC3)CC2)cc1	-11	-10	-12	15	-2	5	-4	13	4	-10	13
COc1ccccc1NCCC(=O)OCC(=O)NC1CCCCCC1	3	-20	-5	12	10	-4	-50	-6	5	-20	-3
COc1ccc(CCNC(=O)c2ccc(CN3CCC(Cc4ccccc4)CC3)cc2)cc1OC	27	5	-4	-2	20	0	-3	4	-13	24	16
CCN(CC)S(=O)(=O)c1cc(NC(=O)C(C)N(C)CC(=O)Nc2c(C)cccc2C)ccc1C (stereo unspecified)	-1	-22	10	6	11	14	0	-4	-16	3	-1
COc1ccc(N(C(=O)c2ccc(F)cc2)C2=CC3CCC(C2)N3C)cc1 (stereo unspecified)	-8	4	-8	3	-23	6	-11	26	5	-7	-6
CCC1=NN(C(=O)c2ccccc2[N+](=O)[O-])C(O)(c2ccccc2)C1 (stereo unspecified)	-4	-6	0	-8	-25	11	-90	3	4	-7	-22
Cc1ccc2c(c1)NC(=O)C(CC(=O)Nc1ccc(CN3CCC(C)CC3)cc1)O2 (stereo unspecified)	-4	-11	10	-14	6	·	1	1	9	·	2
CCOc1ccc2nnc(-c3ccc(Br)cc3)n2n1	16	17	-8	3	-18	20	-11	-22	-9	-46	-39
O=C(NNc1cc(Br)c(O)c(Br)c1)c1ccccc1	-1	1	19	-24	-27	14	-24	2	-2	13	16
CCN(CC(=O)NCCN1CCOCC1)S(=O)(=O)c1ccc(F)cc1	-16	6	-32	6	-5	-8	-15	12	-3	-36	-12
COc1ccc(-c2cc(C#N)nc(N3CCNCC3)n2)cc1	0	-1	14	11	4	-4	17	-39	4	-14	-10
Cc1nc2cc(NS(=O)(=O)c3ccccc3F)ccc2s1	-14	-16	6	2	4	20	7	17	-24	3	1
COc1ccccc1C1=NOC(CN2C(=O)c3ccccc3S2(=O)=O)C1 (stereo unspecified)	-9	-7	-77	-93	-57	-20	-84	-19	-1	-42	0
S=C(NCc1ccco1)Nc1ccccc1Cl	-13	0	-3	-5	-38	-9	-17	3	-3	6	12
O=C(N/N=C/c1ccc(OCc2ccc(F)cc2)cc1)c1ccccc1	-25	-16	-8	-44	-46	-20	-30	-5	-8	-39	-15
CCc1ccc(S(=O)(=O)NCCc2csc(-c3ccccc3)n2)s1	-5	-4	-18	15	22	13	15	30	4	-1	4
CCOc1ccccc1N1CCN(CC(=O)Nc2nnc(CC)s2)CC1	0	-3	12	17	-12	9	-4	2	10	-31	4
CCCc1nnc(NC(=O)CCC(=O)N2CCC(Cc3ccccc3)CC2)s1	13	-10	-15	11	1	-10	-3	-7	15	-22	-12
O=C(CSc1nc2ccccc2o1)Nc1ccccc1	0	-21	-22	-9	-24	-18	-23	-12	-5	-54	1
Cc1nnc(NC(=O)C2=COCCO2)s1	-6	-1	6	-10	-26	-11	-25	-2	7	-5	-1
CN(C)CCN(Cc1ccco1)C(=O)c1oc2ccccc2c1NC(=O)COc1ccccc1	-8	3	16	-29	-29	-23	-11	4	-10	21	-12
COc1ccc(CN2C(=O)C(Cc3ccccc3)Nc3ncnc(N4CCOCC4)c32)cc1 (stereo unspecified)	2&-5	3	2&-14	7&-19	-17&-9	-6	-11&-7	2&-11	12&6	1	-44&-11
CCc1nc2ccc(C(=O)N(C)C(C)C)cn2c1N(CCC(C)C)CCN(C)C	7	·	-7	-6	-3	-1	-13	11	10	-1	-1
COc1ccc(NC(=O)CNC(=O)c2c(C)nn(C)c2Cl)cc1	13	1	8	-16	17	3	1	15	-3	-1	4
COc1ccc(NC(=O)CSc2nnnn2C)cc1	-18	3	-3	29	-9	1	-3	-7	5	7	2
CC(C)(C)C(=O)/C=C(\N)c1ccccn1	11	-9	1	-13	4	-7	-26	-5	-6	-30	-16
Cc1cc2c(Nc3ccc(O)cc3)ncnc2s1	4	-16	-19	-30	-40	-17	-2	-7	-4	-9	19
Cc1ccc(-c2nnc(SCC(=O)CC(=O)Nc3ccccc3)n2-c2ccccc2)cc1	2	0	3	-5	-41	2	-2	13	-10	-12	-2
N=c1c(C(=O)NCCN2CCOCC2)cc2c(=O)n3ccccc3nc2n1CCc1ccccc1	4	-5	2	-12	-25	-21	-2	-53	4	-5	-41
O=C(NCC(=O)N(Cc1cccs1)C(C(=O)NC1CCCCC1)c1ccco1)c1ccco1 (stereo unspecified)	31	-3	15	16	-10	0	-3	6	-20	18	-10
CCOC(=O)C1CCN(C(=O)c2cc3c(ccc4ccccc43)o2)CC1	10	-31	-186	-113	-39	-41	-122	-28	4	-43	11
O=C(C[C@H]1C/C=C\CCCC(=O)OC[C@H]2CCCN2C1=O)NCCO	-5	0	-17	-10	20	-5	4	1	17	11	-4
CCc1ccc(CNCCNCC(C)O)cc1 (stereo unspecified)	-13	-11	6	1	-13	11	11	-4	2	-7	-3
CCOn1c(=O)c(-c2ccc(OC)cc2)[n+]([O-])c2ccccc21	13	16	-42	-37	-42	0	-39	0	-9	-9	13
Nc1nc(SCCN2C(=O)c3ccccc3C2=O)n[nH]1	7	2	1	-7	-12	-1	-1	6	14	-12	-16
O=C(c1cnc(Cc2c[nH]c3ccccc23)c(I)c1)N1CCOCC1	29	·	16	-13	6	5	1	16	-1	11	21
Cc1ccccc1Nc1ncccc1C(=O)N1CCOCC1	7	2	10	-1	-3	-4	1	6	2	15	10
Cc1ccnc(NS(=O)(=O)c2cnc(Cl)c(Br)c2)c1	-22	5	18	17	-6	-5	-5	-3	3	-26	11
CC1C2=C(CC(C)(C)CC2=O)NC2=C1C(=O)CC(C)(C)C2	-9	-20	10	19	-6	-6	4	4	22	-3	-14
O=C(Nc1c[nH]c(=O)[nH]c1=O)c1cccc([N+](=O)[O-])c1	-23	5	18	17	2	6	-19	-3	-5	7	16
